Screening data from PubChem.
PGC1a acetyl inh – PGC1a acetylation modulation, inhibitor mode; U2OS PGC1a acetylation, AlphaScreen anti-acetyl-lysine; with virally co-expressed GCN5 acetyltransferase; inhibition, % at 15.6 µM; 350,000 compounds, 0.17% hits; AID 651687;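 active means every replicate shows inhibition of at least 40%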;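 further: 0% = neutral control wells and 100% = positive control wells; some results beyond the cut were filed as inactive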
PglD inh – PglD (C. jejuni) enzyme inhibition. purified PglD enzyme, DTNB colorimetric CoA detection. 360,000 compounds, 0.098% hits. inhibition, % at 12.5 µM; in the data active means inhibition above about 16%, passing the limit was not always enough; further: strong numbers were not always called active
CFTR F508del cor – CFTR F508del correction in bronchial cells; 350,000 compounds, 0.36% hits; AID 720511; CFBE cells, YFP halide quenching; stimulated with forskolin plus potentiator P3; % fluorescence drop versus neutral controls; activity (quench increase), % at 7.58 µM;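 active means mean added fluorescence quench of at least 8% versus neutral control, with both replicates also reaching 8%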;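 further: cells transiently co-express mutant CFTR-F508del with the halide-sensitive YFP; corrector assay measuring rescue of mutant channel to the surface after 24 h compound exposure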
FN deposit inh – fibronectin deposition inhibition; AH1F fibroblasts, Alexa488-fibronectin deposition fluorescence, overnight; inhibition, % at 12.6 µM; AID 743247; 350,000 compounds, 0.086% hits;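 active means mean inhibition across replicates of 30% or more, regardless of how many single replicates reach that level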;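 further: positive control wells lacked labelled fibronectin entirely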
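material = AH1F fibroblast monolayer depositing Alexa488-labelled fibronectin into matrix | amount = 10000 AH1F cells/well | buffer or medium = DMEM plus 2% serum, read in PBS | incubation = 1 h cell adhesion before compound, then overnight fibronectin incubation | detection = fluorescence at 485 nm excitation, 525 nm emission | evaluation = percent inhibition as loss of matrix-bound fibronectin fluorescence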
Cneo AK release – Cryptococcus neoformans lysis via adenylate kinase release; C. neoformans lysis, adenylate kinase release luminescence, 4 h; normalised: neutral wells 0, clomiphene wells 100; lysis activity, % at 15 µM; 360,000 compounds, 0.2% hits; AID 651654;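 active means mean lysis activity across replicates of at least 80%, whatever share of replicates individually reach that level; inactive means mean lysis activity below 80%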
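Signal: Adenylate kinase release luminescence | Assay system: Log-phase Cryptococcus neoformans yeast cells | Input: Cells at 5 × 10^6 per mL | Buffer or medium: Fresh YPD growth medium | Compound: Single dose | Schedule: Static 4 h at 37 °C with compound, 1 h detection | Controls: Clomiphene | Read-out: Luminescence rise reflecting yeast cell lysis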
GSIS activator – GLuc luminescence reporter in INS-1E cells, primary screen for activators of glucose-dependent secretion of insulin; INS-1E GLuc reporter insulin secretion, 2-3 h; activation, % at 16.6 µM; AID 743287; 370,000 compounds, 0.61% hits;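 active means lowest replicate activation of at least 40%, so every replicate reaches that level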;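 further: 0% = median of neutral control wells and 100% = median of IBMX positive control wells; some compounds called inactive have numbers as strong as hits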
miR122 inh – blocks miR-122 activity in Huh7 sensor cells; Huh7 miR-122 Renilla luciferase sensor, 48 h; neutral wells = 0, positive control = 100; activation (reporter increase), % at 12.5 µM; 340,000 compounds, 0.3% hits; AID 602342;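 active means mean replicate activation score at least 90 and every replicate individually at or above 90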;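 further: higher luciferase means less miR-122 activity so hits act as miR-122 inhibitors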
C2C12 statin – suppression of simvastatin myotoxicity; C2C12 myotubes + simvastatin, ATP luminescence, 48 h; scaled: DMSO 0, geranylgeraniol control 100; rescue of ATP level, % at 7.49 µM; 330,000 compounds, 0.78% hits; AID 602340;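 active means mean ATP rescue above about 67%, or every replicate alone reaching that limit, limit read from the data, passing the limit was not always enough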;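 further: myotubes were challenged with 10 µM simvastatin during compound exposure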
* = called active by the depositor; · = no result given; [ ] = another dose, or the depositor's remark.

SMILES | PGC1a acetyl inh | PglD inh | CFTR F508del cor | FN deposit inh | Cneo AK release | GSIS activator | miR122 inh | C2C12 statin
COc1cc(/C=C2\C(=N)N3N=C(S(C)(=O)=O)SC3=NC2=O)cc(OC)c1OCCOc1ccc(C)cc1 | · | 6 | -4.1 | -1 | 1 | -20 | 6 | 11
Cc1c(C(=O)NCCC2=CCCCC2)cccc1[N+](=O)[O-] | · | 5 | · | · | 4 | -17 | · | -4
COC(=O)C1=C(C(=O)OC)C2(OC1c1ccc(Br)cc1)C(=O)c1ccccc1C2=O (stereo not drawn) | 0 | 3 | · | 2 | -2 | 0 | -1 | 15
Cc1ccc(S(=O)(=O)NC2(C(=O)O)CCCCC2)cc1 | -2 | 2 | · | -11 | 1 | 20 | 1 | 0
CCc1ccc(N(C(=O)c2snc(C(N)=O)c2N)C(C(=O)NC2CCCC2)c2ccco2)cc1 (stereo not drawn) | · | 6 | 0.1 | -1 | -2 | 7 | · | 20
COc1ccc(C)c2sc(N(CCCN(C)C)C(=O)c3ccc(S(=O)(=O)N(C)C)cc3)nc12 | · | -2 | 1.4 | 1 | -2 | 3 | -15 | -7
Cc1ccc(S(=O)(=O)N(C)C[C@H]2Oc3ccc(NC(=O)CCCN(C)C)cc3C(=O)N([C@H](C)CO)C[C@@H]2C)cc1 | 0 | -3 | -1.4 | 0 | -2 | 11 | 0[16.7 µM] | -6
CCN(CC)S(=O)(=O)c1cccc(C(=O)NC(C(=O)NC2=NCCS2)C(C)C)c1 (stereo not drawn) | 5 | 10 | · | · | -3 | · | -3 | 81*
CN1CCN(C(=O)C[C@H]2CC[C@H]3[C@@H](COC[C@H](O)CN3Cc3cccc(-c4ccncc4)c3)O2)CC1 | 0 | -2 | -0.4 | -19 | 1 | 9 | 10[16.7 µM] | 39
O=C(NCc1ccccc1)c1cc(C2COCCN2C(=O)C/C=C/c2ccccc2)on1 (stereo not drawn) | 1 | 4 | -3.2 | -4 | -1 | -14 | 5 | 2
COc1ccc(S(N)(=O)=O)cc1C(=O)NCC(C)(C)N1CCCCC1 | · | -2 | 1.1 | 1 | 0 | -1 | · | 22
COc1ccc(NC(=O)CN2CCC(C)CC2)cc1 | -10 | 3 | · | -7 | -1 | 1 | -14 | 5
Cc1c(CCCN)c2ccccc2n1Cc1ccccc1 | -26 | -1 | -2.3 | -5 | 16 | -40 | 4 | 17
COCCNC(=O)C(c1ccc(C)o1)N(Cc1ccc(F)cc1)C(=O)Cn1nnc2ccccc21 (stereo not drawn) | 5 | 2 | · | · | -3 | · | 7 | 18
CC(C)CCn1nnnc1CN1CCN(C(=O)c2ccco2)CC1 | -5 | -5 | -1.2 | -1 | 0 | 2 | 3 | 20
CC(C)N1CCc2c(sc(N)c2C#N)C1 | 11 | -4 | -0.2 | · | 5 | 9 | 0 | 44
COc1ccccc1CNCC(=O)Nc1cc(S(=O)(=O)N2CCCCCC2)ccc1Cl | 9 | · | 1.9 | 1 | · | -42 | · | ·
COc1ccccc1C1NC(=O)CS1 (stereo not drawn) | 15 | -3 | · | · | 1 | 18 | 10 | -10
COCC(=O)N1CCCc2ccccc21 | 1 | 5 | · | 2 | 0 | · | -2 | 6
COc1ccc(NC(=O)Nc2ccc3c(c2)C(=O)N([C@@H](C)CO)C[C@@H](C)[C@@H](CN(C)C(=O)CCCN(C)C)OCCCC[C@@H](C)O3)cc1 | 2 | 2 | -2.9 | · | -1 | -4 | 1[16.7 µM] | ·
O=C(C[C@@H]1CC[C@@H](NC(=O)Nc2ccc3c(c2)OCO3)[C@H](CO)O1)NCc1ccc(F)cc1 | 7 | 0 | -0.2 | · | 3 | -2 | · | 3
O=C(O)C[C@@H](O)C(=O)O | 2 | -4 | 1.8 | 2 | -2 | · | 4 | 3
CN1C(=O)c2cc(NC(=O)C3CC3)ccc2OC[C@H]2O[C@@H](CC(=O)O)CC[C@H]21 | 5 | · | -1.0 | -8 | · | 4 | · | ·
C[C@H]1CN([C@@H](C)CO)C(=O)c2cc(NC(=O)Nc3cccc4ccccc34)ccc2O[C@@H]1CN(C)Cc1ccc2c(c1)OCO2 | 0 | 4 | -0.2 | · | -2 | -19 | 3[16.7 µM] | -69
Cc1oc(-c2ccccc2F)nc1CN1CCC(C(=O)NC2CCCCCCC2)CC1 | · | 3 | · | · | -1 | · | 5 | -2
O=C(C[C@H]1CC[C@@H]2[C@H](COC[C@@H](O)CN2Cc2ccc(F)cc2)O1)NCc1ccncn1 | 0 | 2 | -2.3 | -8 | 0 | 1 | 2[16.7 µM] | 7
Cc1nnc(C)n1/N=C/c1ccc(C(=O)O)cc1 | 1 | -2 | · | 14 | 1 | 16 | -2 | 5
O=C(COC(=O)c1cc(Br)ccc1O)NNC(=O)c1ccc([N+](=O)[O-])cc1 | -15 | 0 | 0.5 | 0 | 0 | 12 | 2 | -1
CCOC(=O)c1ccc(NC(=O)CC2NCCNC2=O)cc1 (stereo not drawn) | 29 | 0 | · | 6 | -1 | · | 1 | -9
Cc1ccc2c(CN(C)Cc3ccccc3)cc(=O)oc2c1C | 5 | 5 | 1.1 | 0 | -4 | -42 | 3 | -6
COc1ccc(-c2nnc(SCC(=O)N(C)C3CCS(=O)(=O)C3)n2C(C)C)cc1 (stereo not drawn) | -18 | -3 | -2.8 | 2 | 1 | · | 2 | -3
O=C(Cn1cc2c(n1)CCCCC2)NCc1cccs1 | -1 | 0 | 1.1 | -11 | 0 | -3 | -3 | -4
C[C@@H]1CN([C@H](C)CO)S(=O)(=O)c2ccc(C#Cc3cccc(F)c3)cc2O[C@@H]1CN(C)S(=O)(=O)c1cn(C)cn1 | -16 | 2 | 1.3 | 12 | 0 | 1 | 51[16.7 µM] | 3
CCOC(=O)c1c(-c2ccccc2)oc2ccc(OCC(=O)NNC(=O)CCC(=O)O)cc12 | 5 | -1 | 0.2 | 3 | 0 | -8 | 11 | 8
COc1cc(Cl)c(C)cc1NC(=O)CSc1cc(Cl)ccc1Cl | · | 11 | 0.9 | 9 | 2 | 12 | 22 | ·
COc1cc(C(O)P(=O)(OCC(C)C)OCC(C)C)cc(OC)c1OC (stereo not drawn) | -14 | -1 | · | · | 0 | · | 2 | -6
COc1ccccc1CCC(=O)OCC(=O)Nc1ccc2[nH]c(=O)[nH]c2c1 | · | 4 | -4.4 | 6 | 2 | 12 | · | -5
CCOCCCNC(=O)C1c2ccccc2C(=O)N2CCc3ccccc3C12 (stereo not drawn) | 5 | -1 | · | 1 | 0 | 0 | 6 | 4
COc1cccc(S(=O)(=O)N[C@@H]2CC[C@@H](CC(=O)NCc3ccc(Cl)cc3)O[C@H]2CO)c1 | -3 | 1 | 0.0 | -2 | 7 | -11 | · | 8
COc1ccc(N2CCN(Cc3nc4c(c(=O)n(C)c(=O)n4C)n3Cc3cccc(C)c3)CC2)cc1 | · | 2 | -0.1 | -4 | -2 | -18 | · | -7

Shown with values under each structure: part of the list above.
Below each compound: PGC1a acetyl inh, PglD inh, CFTR F508del cor, FN deposit inh, Cneo AK release, GSIS activator, miR122 inh, C2C12 statin
CCOC(=O)c1c(-c2ccccc2)oc2ccc(OCC(=O)NNC(=O)CCC(=O)O)cc12
 : 5, -1, 0.2, 3, 0, -8, 11, 8
COc1cc(Cl)c(C)cc1NC(=O)CSc1cc(Cl)ccc1Cl
 : ·, 11, 0.9, 9, 2, 12, 22, ·

The list continues.
SMILES | PGC1a acetyl inh | PglD inh | CFTR F508del cor | FN deposit inh | Cneo AK release | GSIS activator | miR122 inh | C2C12 statin
CCC(=O)Nc1ccc(NC(=O)Cc2ccccc2)cn1 | 2 | 4 | · | -2 | -1 | · | -3 | -52
Cc1cccc2[nH]c(CCNC(=O)C3CCC(=O)N(CCc4cccc(F)c4)C3)nc12 (stereo not drawn) | -10 | · | -0.8 | 7 | 0 | -8 | 7 | -10
Cc1ccc(C)c(C(=O)OCC(=O)NC(=O)NCc2ccccc2)c1 | 0 | -2 | -1.0 | -9 | -3 | · | 1 | -7
COc1ccc(S(=O)(=O)N(C)C[C@@H]2Oc3ccc(NC(=O)Nc4ccc(C(F)(F)F)cc4)cc3CC(=O)N([C@@H](C)CO)C[C@H]2C)cc1 | -5 | -1 | -1.1 | · | 0 | 9 | -10[16.7 µM] | -5
CCOC(=O)c1nnsc1NC(C)=O | 8 | 4 | · | 0 | 1 | · | -2 | 7
O=C(Nc1ccccc1)c1ccc(-c2ccccc2C(F)(F)F)o1 | 6 | 0 | 2.1 | -11 | -2 | 8 | 2 | 5
O=C(c1ccccc1)N1CCc2[nH]nc(-c3ccccc3)c2C1 | 7 | -3 | 0.6 | 6 | 1 | 11 | -1 | 5
COc1ccc(NC(=O)N(C)C[C@H]2Oc3c(NC(=O)C4CCOCC4)cccc3C(=O)N([C@H](C)CO)C[C@H]2C)cc1 | 4 | -1 | -0.5 | · | -2 | 14 | 5[16.7 µM] | -1
Cc1ccn(S(=O)(=O)c2ccc(C(C)(C)C)cc2)n1 | -21 | 0 | · | · | 0 | · | 2 | -8
CC(C)NC(=O)N(C)C[C@@H]1OCCCC[C@@H](C)Oc2ccc(NS(=O)(=O)c3ccc(Cl)cc3)cc2C(=O)N([C@H](C)CO)C[C@H]1C | -4 | 1 | -0.4 | -4 | -2 | -13 | -8[16.7 µM] | ·
COc1ccc(CC(=O)Nc2ccc(S(=O)(=O)N(C)C)cc2)cc1OC | -6 | -1 | · | -21 | -1 | · | -3 | 2
Cc1ccccc1S(=O)(=O)NCC[C@@H]1CC[C@H](NC(=O)Nc2cccc(F)c2)[C@H](CO)O1 | -1 | 1 | 2.7 | -7 | 1 | -12 | · | 3
COCCCNC(=O)c1cc2c(=O)n(C)c3ccccc3c2n1C | -1 | 2 | 0.5 | 7 | 0 | 5 | 11 | -45
COc1cc(C(=O)O)ccc1O | -4 | 6 | -3.2 | -2 | 0 | -5 | -4 | 10
COc1cccc(-c2cc(NC(C)=O)c3ncc(-c4ccc(OC)c(OC)c4)n3c2)c1 | · | 0 | -1.2 | · | -4 | -4 | -1 | 4
Nc1scc2c(C(=O)O)nn(-c3ccccc3)c(=O)c12 | -1 | -4 | 1.5 | 1 | -2 | 6 | -3 | -6
O=C(Nc1cccn(Cc2c(Cl)cccc2Cl)c1=O)c1ccccc1Cl | 10 | 7 | · | -10 | 1 | 26 | 2 | -4
O=C(O)CCCCCCCCc1cn(CN2C(=O)c3ccccc3C2=O)nn1 | 3 | -4 | 0.6 | -4 | -3 | · | -7 | 0
COc1ccc(CNC(=O)Cn2nc(C(F)(F)F)c(Br)c2C)cc1 | · | -2 | 1.0 | -4 | 1 | 20 | · | -5
O=C(/C=C/c1ccccc1)OCCCN=C1NS(=O)(=O)c2ccccc21 | 2 | · | -1.8 | 2 | · | -17 | -6 | 0

In the list so far, 3 contain bromine:
SMILES | PGC1a acetyl inh | PglD inh | CFTR F508del cor | FN deposit inh | Cneo AK release | GSIS activator | miR122 inh | C2C12 statin
COC(=O)C1=C(C(=O)OC)C2(OC1c1ccc(Br)cc1)C(=O)c1ccccc1C2=O (stereo not drawn) | 0 | 3 | · | 2 | -2 | 0 | -1 | 15
O=C(COC(=O)c1cc(Br)ccc1O)NNC(=O)c1ccc([N+](=O)[O-])cc1 | -15 | 0 | 0.5 | 0 | 0 | 12 | 2 | -1
COc1ccc(CNC(=O)Cn2nc(C(F)(F)F)c(Br)c2C)cc1 | · | -2 | 1.0 | -4 | 1 | 20 | · | -5
